# GASC-1 inh: human JMJD2C demethylase inhibition; inhibition, % at 2.35 µM; hit rate 0.069% among 330,000; AID 2099; GST-JMJD2C(1-420) H3K9me3 demethylation, DELFIA europium;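 active means more than half of a compound's replicate wells show inhibition beyond 50%, single wells judged on their own value; inconclusive means some, but no more than half, of replicates pass 50% inhibition; inactive means no replicate passes 50% inhibition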;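 further: signal counts dimethyl H3K9 product captured on neutravidin plate; 0% = median of DMSO wells and 100% = 0.3 times that DMSO median; strong numbers were not always called active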
# Efflux pump inh: inhibitors of Candida antifungal efflux pumps expressed in yeast | S. cerevisiae Candida pump triplex, Nile Red efflux | inhibition, % at 10 µM | hit rate 0.44% among 330,000 | AID 485275;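 active means plate passing quality check with inhibition over a set limit, or well fluorescence over plate mean plus 4 SD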;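 further: Nile Red retained in pooled yeast measured as flow cytometry median fluorescence; 0% = buffer negative control and 100% = Enniatin B positive control; higher means more Nile Red kept so more efflux inhibition; some compounds called inactive have numbers as strong as hits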
# PP1 inh: PP1-alpha (human) inhibition in PP5 counter-screen. P62136. purified PP1alpha, OMFP fluorescence. inhibition, % at 6.7 µM. hit rate 0.9% among 320,000. AID 2235;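 active means inhibition above the mean inhibition of all tested compounds plus 3 SD, computed separately for each screening campaign, cut at about 15% in these data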
# proCasp7 act: counter-screen for procaspase-3 activators: activators of human procaspase-7; P55210; recombinant procaspase-7, Ac-DEVD-pNA absorbance 405 nm; D23A/D198A/D206A triple mutant, cannot self-cleave; scale: DMSO 0, 5 µM enzyme 100; activation, % at 8.5 µM; hit rate 0.093% among 330,000;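 active means percent activation above the screen-wide mean plus 3 SD, cut at about 25% in these data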
# Target sequence (P55210 whole entry D23A/D198A/D206A): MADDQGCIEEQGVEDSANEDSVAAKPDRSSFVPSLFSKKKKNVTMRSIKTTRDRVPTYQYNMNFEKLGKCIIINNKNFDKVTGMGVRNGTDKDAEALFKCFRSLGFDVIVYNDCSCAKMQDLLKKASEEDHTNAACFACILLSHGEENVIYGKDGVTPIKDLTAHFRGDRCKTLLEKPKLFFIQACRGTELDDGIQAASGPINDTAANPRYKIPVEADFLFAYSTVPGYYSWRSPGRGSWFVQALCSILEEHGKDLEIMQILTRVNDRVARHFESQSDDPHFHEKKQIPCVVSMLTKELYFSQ
#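 System: Uncleavable procaspase-7 mutant enzyme; Amount: 2 µM procaspase-7 mutant as dispensed; Schedule: 1 h compound preincubation, 2 h substrate cleavage, 25 °C; Measured by: 405 nm absorbance of p-nitroaniline; Evaluation: percent activation from buffer-corrected 0–120 min absorbance change; Control set: low DMSO alone, high DMSO plus 5 µM PC-7.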
# proCasp3 act: procaspase-3 (human) activation; P42574; activation, % at 8.5 µM; recombinant procaspase-3 D3A, Ac-DEVD-pNA absorbance 405 nm; AID 463141; hit rate 0.11% among 330,000;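 active means activation above the mean of all tested compounds plus 3 SD, cut at about 21% in these data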;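 further: 0% = DMSO alone and 100% = DMSO wells spiked with extra 5 µM PC-3 D3A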
# Target sequence (P42574 whole entry D9A/D28A/D175A): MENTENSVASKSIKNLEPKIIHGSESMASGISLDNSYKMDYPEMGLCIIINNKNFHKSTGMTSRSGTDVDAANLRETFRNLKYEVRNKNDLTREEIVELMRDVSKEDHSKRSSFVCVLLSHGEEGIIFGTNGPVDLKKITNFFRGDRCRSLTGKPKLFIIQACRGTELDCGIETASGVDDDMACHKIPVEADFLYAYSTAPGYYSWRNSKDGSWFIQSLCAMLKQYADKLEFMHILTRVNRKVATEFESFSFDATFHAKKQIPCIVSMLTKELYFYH
#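 assay system = Procaspase-3 D3A mutant | signal = absorbance at 405 nm, 0 and 120 min | times = 1 h preincubation plus 2 h reaction at 25 °C | repeats = single replicate | read-out = % activation between DMSO and enzyme-spiked controls | medium = Zinc-free HEPES saline buffer with Triton X-100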
# PP5 inh: blocks human protein phosphatase 5 activity | P53041 | purified PP5c, OMFP substrate fluorescence | inhibition, % at 6.7 µM | hit rate 0.18% among 320,000;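 active means inhibition above the campaign's mean inhibition across all tested compounds plus 3 SD, cut at about 9.5% in these data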;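 further: 0% = DMSO only and 100% = 100 µM cantharidin control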
# Target sequence (P53041 whole entry, looked up): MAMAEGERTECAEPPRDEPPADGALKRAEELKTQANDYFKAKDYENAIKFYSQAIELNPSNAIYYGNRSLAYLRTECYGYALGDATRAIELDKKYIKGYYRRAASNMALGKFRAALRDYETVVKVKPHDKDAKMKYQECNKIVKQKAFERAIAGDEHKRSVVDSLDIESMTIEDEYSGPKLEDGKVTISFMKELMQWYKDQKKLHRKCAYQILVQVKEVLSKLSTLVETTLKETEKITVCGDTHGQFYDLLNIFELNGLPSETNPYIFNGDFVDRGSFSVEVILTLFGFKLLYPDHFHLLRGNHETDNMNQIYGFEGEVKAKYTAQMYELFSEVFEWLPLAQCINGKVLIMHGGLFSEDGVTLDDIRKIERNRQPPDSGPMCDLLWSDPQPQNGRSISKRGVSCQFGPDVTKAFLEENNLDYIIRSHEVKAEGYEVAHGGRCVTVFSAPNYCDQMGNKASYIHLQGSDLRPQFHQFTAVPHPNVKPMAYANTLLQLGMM
# TPT1 inh: C. albicans TPT1 enzyme inhibition. recombinant caTPT1, FP RNA substrate dephosphorylation. inhibition, % at 5 µM. hit rate 0.81% among 300,000. AID 1962;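 active means inhibition above the mean of all tested compounds plus 3 SD, set per screening campaign, cut at about 24% in these data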;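 further: plate controls were DMSO alone for no effect and ferristatin control at 100 nM for full effect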
# Fh CTSL1 inh: cathepsin L1 inhibition, PFM18AAP counter-screen | hit rate 0.49% among 300,000 | recombinant F. hepatica cathepsin L1, Z-Leu-Arg-MCA fluorescence | inhibition, % at 5.96 µM;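 active means inhibition above the mean of all tested compounds plus 3 SD, set per screening campaign, cut at about 17% in these data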;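 further: 0% = plate median of test compound wells and 100% = 1 µM Z-Phe-Ala-diazomethylketone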
# core dimer inh: blocks dimerization of HCV core protein; TR-FRET GST/Flag-core106 dimerization, 1536-well; inhibition, % at 5 µM; hit rate 0.33% among 300,000; AID 1899;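 active means inhibition above the mean of all tested compounds plus 3 SD, set per screening campaign, cut at about 45% in these data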
#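 System – GST-tagged and Flag-tagged HCV core protein residues 1-106 · Repeats – one well for each compound · Technique – TR-FRET 671 and 617 nm emission · Doses – one concentration, 5 µM, in 0.5% DMSO · Times – 4 h, 22.5 °C incubation · Also added – Eu donor and XL665 acceptor anti-tag antibodies · Measure – percent inhibition of core106 dimerization signal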
# Active calls of the source: *; u = inconclusive; x = not tested or not shown.
SMILES,GASC-1 inh,Efflux pump inh,PP1 inh,proCasp7 act,proCasp3 act,PP5 inh,TPT1 inh,Fh CTSL1 inh,core dimer inh
COn1c(-c2ccc(Cl)cc2Cl)nc2ncccc21,-1,-0.1,-4,8,-4,-1.1,-4,0,1
C=CCn1c(CCCOc2ccc(Cl)cc2Cl)n[nH]c1=S,-11,-0.1,-1,-18,-24,5.3,-1,2,-5
Cc1snc(S(=O)(=O)Cc2c(Cl)cccc2Cl)c1C#N,3,0.0,-2,-1,8,1.5,-1,-2,-2
O=C(CC(=O)Nc1ccc(Br)cc1)Nc1ccc(Br)cc1,-1,0.2,2,-3,0,2.9,1,-6,-1
CCNC(=O)COC(=O)C1CCC(=O)N(c2ccc(OC)cc2)C1c1ccc(OC)cc1 (stereo unspecified),-2,0.0,-3,9,5,4.1,2,-6,2
CCOC(=O)c1cnc(SC)nc1Sc1ccccc1,0,-0.2,0,3,-2,2.6,-7,-1,4
Cc1ccc(-c2noc(C3CCCN(C(=O)c4ccccc4Br)C3)n2)cc1 (stereo unspecified),-4,0.3,-4,1,-2,3.7,1,4,1
Cc1ccc(CN2C(=O)CCC2C(=O)NC2CC2)cc1 (stereo unspecified),-2,0.1,-7,9,-14,-2.3,3,-3,4
N#Cc1ccsc1NC(=O)CN1C(=O)NC2(CCCCC2)C1=O,-49,-0.1,-1,-12,0,-7.4,14,-4,-1
Cc1ccc(Oc2nc(CN3CCOCC3)nc3sc4c(c23)CCC(C)C4)cc1C (stereo unspecified),-5,0.7,2,-5,0,1.2,5,3,-4
Cn1c2ccccc2c2c(C(=O)O)cn(C3CCCC3)c(=O)c21,5,-0.2,2,-12,-6,0.0,-2,18*,0
CC1CN(C(=O)COC(=O)c2ccc3ncsc3c2)CC(C)O1 (stereo unspecified),-1,0.0,x,3,-1,x,x,x,x
Cc1cccn2c(=O)c3cc(C(=O)NCC4CCCO4)c(=N)n(Cc4cccnc4)c3nc12 (stereo unspecified),x,-0.2,0,-15,-16,3.0,1,1,6
C=CCNC(=S)N/N=C(\C)c1cccc(OC)c1,5,-1.2,2,7,-3,1.0,-2,0,-1
N/C(Cc1ccc([N+](=O)[O-])cc1)=N\OC(=O)c1ccccc1F,2,-0.2,2,-1,-2,-0.5,-3,-2,-7
CN(C)CCCN(C(=O)COc1ccccc1)c1nc2ccc(Cl)cc2s1,8,-0.1,6,5,4,3.1,-5,6,-1
COc1ccc(N2CCCC2)c(NC(=O)COc2ccccc2)c1,9,0.0,3,-13,0,3.4,-1,-2,-2
CC(=NNC(=O)c1ccc(NS(=O)(=O)c2ccc(Br)cc2)cc1)c1cccnc1,-2,0.0,x,-1,7,x,x,x,x
O=C(CC(c1ccccc1)c1ccccc1)Nc1ccc2c(c1)OCCO2,-13,0.3,2,-1,3,4.9,0,-2,9
CCOC(=O)C1=C(c2ccccc2)OC(N)=C(C#N)C1c1ccc(Br)s1 (stereo unspecified),-1,0.1,5,-4,-3,-0.3,0,0,2
CC1Cc2ccccc2C(CCc2ccccc2)=N1 (stereo unspecified),-9,0.1,-1,8,0,2.0,1,-1,-8
CC1CN(C(=O)N2c3ccccc3Sc3ccccc32)C(C)CC1=O (stereo unspecified),-10,-0.1,2,2,-3,1.6,-2,-1,3
CCOCCCn1c(=NC(C)=O)c(C(=O)OCC)cc2c(=O)n3ccccc3nc21,6,-0.1,0,-6,-9,0.8,-1,-2,6
COCCNC(=O)COc1ccc(Oc2ccccc2)cc1,-14,0.2,0,-7,-12,1.0,2,-5,-9
CCOc1ccc(OCC)c(NC(=O)Cn2cccc2)c1,1,0.1,-6,2,1,3.2,-1,-4,-4
O=C1CC(c2ccccc2Cl)CC(O)=C1C=NCCCO (stereo unspecified),20,0.0,3,7,7,-0.4,-1,0,-4
COc1ccc(C(CNC(=O)c2ccc(S(=O)(=O)N3CC(C)CC(C)C3)cc2)N(C)C)cc1 (stereo unspecified),-4,0.0,x,4,3,x,x,x,x
CCc1ccc(/C=C2/Sc3ccccc3N(CC(=O)NCCCOC)C2=O)cc1,x,0.4,1,-7,1,-2.7,-1,0,10
Cc1cc2c(cc1S(=O)(=O)CCC(=O)N(C)Cc1ccccc1)OCC(=O)N2,-4,0.1,5,-5,1,-1.5,-1,-4,-6
CC(C)=CC(=O)N1CCC(N2CCC(C(=O)N3CCOCC3)CC2)CC1,2,0.0,-5,10,4,1.4,-1,-3,0
CCCCCc1nnc(NC(=O)c2ccc(N3CCCC3=O)cc2)s1,-40,0.0,-3,0,1,1.7,-1,6,1
COc1ccccc1N1CCN(CCN2C(=O)CC(=C3c4ccccc4-c4ccccc43)C2=O)CC1,1,-0.1,9,10,11,2.7,6,2,24
O=C(COC(=O)Cn1c(C(F)(F)F)nc2ccccc21)Nc1ccc2c(c1)OCCO2,25,-0.1,-1,-3,4,1.2,0,-6,-2
CCCOC(=O)CN1C(=O)c2ccc(C(=O)OCCC)cc2C1=O,-7,0.0,-2,5,7,1.5,-1,2,5
O=C(Oc1cccc(N2C(=O)CCC2=O)c1)C1CC(=O)N(c2ccc(F)cc2)C1 (stereo unspecified),3,-0.1,-2,9,-5,2.2,1,-11,4
OCC(O)/C=N/Nc1nc2ccccc2s1 (stereo unspecified),-35,-0.1,-4,5,-1,3.0,-2,0,0
COc1ccc(CC(NC(C)=O)C(=O)NC2CCN(c3c4c(nc5ncnn35)CCC4)CC2)cc1 (stereo unspecified),8,0.6,-15,-9,-2,3.6,-4,-6,-9
OCC[C@@H]1C[C@H](O)[C@@H](O)[C@]2(CCc3ccccc3O2)O1,11,-0.1,1,3,3,1.1,0,8,3
CC(=O)N(/N=C1\Sc2ccccc2C1=O)c1ccccc1C,5,-0.1,5,-24,-5,-6.7,3,87*,29
O=C(Nc1ncn[nH]1)c1ccc(Cl)cc1Cl,-12,0.6,-1,5,6,-0.3,4,1,-3
CCc1ccc(NC(=O)[C@H](Cc2ccccc2)NC(=O)C2CCN(C(=O)[C@@H](N)CC(C)C)CC2)cc1,u,0.2,-4,-1,6,2.6,1,-29,3
NC1=NC[C@H](Cc2ccc(O)cc2)N1CCc1cccc(F)c1,0,0.0,1,13,7,-2.4,-5,-1,6
CCc1ccc(NC(=O)CCC(=O)Nc2nnc(C(C)C)s2)cc1,-5,0.2,-1,1,4,1.1,-5,0,3
Cc1cc(C)c2nc(N3C(=O)C(O)=C(C(=O)c4ccco4)C3c3ccc(O)cc3)sc2c1 (stereo unspecified),4,-0.1,34*,-16,-9,3.1,x,x,x
Cc1ccc(NC2CC(=O)N(c3ccc(N4CCCCC4)cc3)C2=O)cc1 (stereo unspecified),4,0.0,13,-1,-6,1.5,4,-4,26
COc1ccc(C2C(C(=O)O)c3ccccc3C(=O)N2C)cc1Br (stereo unspecified),20,-0.1,2,4,5,-0.5,-5,-6,-6
COc1ccc(CCN2C(=O)N[C@@H](C(C)C)C2=O)cc1,1,-0.1,-3,2,1,1.4,0,0,-2
CC(=O)c1c(C)[nH]c(C(=O)CSc2ccc(F)cc2)c1C,-6,-0.1,0,-4,-1,-0.3,0,4,-3
O=C(Nc1ccc(C2=CN(Cc3ccccc3)CCC2=O)cc1)OCc1ccccc1,-4,-0.2,x,4,4,x,x,x,x
CS(=O)(=O)CCC(C(=O)O)N1C(=O)c2ccc(Oc3ccc(Cl)cc3)cc2C1=O (stereo unspecified),-15,-0.1,-2,4,1,-0.3,-1,-14,-1
COC(=O)c1cn(NC(=O)C2CCCCC2)c(=O)c2ccccc12,-2,-0.2,2,10,-3,1.0,-5,1,-5
Cc1ccccc1NC(=O)CCCC(=O)c1ccccc1,9,-0.1,2,-4,11,0.9,1,-2,-5
COC(=O)C(Cc1ccccc1)NC(=O)CNC(=O)c1ccc(Br)cc1 (stereo unspecified),-22,-0.1,3,3,4,1.8,0,1,3
COc1ccc2[nH]c(C)c(CCNC(=S)Nc3cccc(C)c3)c2c1,-4,0.1,-3,-11,2,5.3,1,0,-9
CCOC(=O)c1c(NC(=O)COc2ccccc2)sc2c1CC(C)(C)NC2(C)C,-6,0.1,-1,16,4,-1.9,-1,2,-5
CCOc1cc(/C=N/NC(=O)COc2cccc(C)c2)ccc1OC(=O)c1cccs1,8,0.1,12,-3,-3,7.9,-2,-1,8
CCNc1c2c(nc3ccccc13)CC(C)(C)CC2=O,-5,0.0,0,1,0,3.6,1,-2,0
COc1ccc(Cn2c(=O)sc3ccccc32)cc1,-3,0.1,-2,-1,0,1.0,0,0,10
Cc1c(NC(=O)C2CCN(S(=O)(=O)c3ccc(Cl)cc3)CC2)c(=O)n(-c2ccccc2)n1C,-13,1.3,-2,0,3,0.5,4,-3,3
O=C(O)Cn1ccc2ccccc21,-16,-0.2,1,9,1,-1.4,-2,0,-1

# Entries shown so far containing two or more sulfur atoms (2):
SMILES,GASC-1 inh,Efflux pump inh,PP1 inh,proCasp7 act,proCasp3 act,PP5 inh,TPT1 inh,Fh CTSL1 inh,core dimer inh
Cc1snc(S(=O)(=O)Cc2c(Cl)cccc2Cl)c1C#N,3,0.0,-2,-1,8,1.5,-1,-2,-2
CCOC(=O)c1cnc(SC)nc1Sc1ccccc1,0,-0.2,0,3,-2,2.6,-7,-1,4

# (further entries)
SMILES,GASC-1 inh,Efflux pump inh,PP1 inh,proCasp7 act,proCasp3 act,PP5 inh,TPT1 inh,Fh CTSL1 inh,core dimer inh
C/C(=N\Nc1ccc(Cl)c(C(=O)O)c1)c1cccs1,20,-0.1,-2,-8,-4,0.0,-1,3,-6
CC(C)(C)OC(=O)[C@H](CCCCN)NC(=O)c1nc[nH]c1C(=O)N[C@@H](CCCCN)C(=O)OC(C)(C)C,4,-0.3,x,-5,-6,x,x,x,x
COc1ccc(C2(CNC(=O)c3cccc([N+](=O)[O-])c3)CCCCC2)cc1OC,24,0.1,-1,1,9,0.0,-2,-6,-4
O=c1ccnc(SCCc2ccc([N+](=O)[O-])cc2)[nH]1,5,0.0,1,-1,3,-0.4,0,-1,-3
COc1nc(OCCNC(C)=O)nc(N(C)C)n1,-3,-0.1,-1,-1,-5,6.3,-1,0,-2
CN(C)CCn1c2c(c(SCC(=O)Nc3cccc4ccccc34)nc1=O)CCCC2,8,-0.2,-1,0,-4,2.1,-2,4,-4
CC1CCCC(C(=O)O)N1C(=O)CCS (stereo unspecified),-19,0.3,-2,-17,-13,-1.5,-5,1,-4
COc1cc(NC(=O)CSc2ncccc2C(=O)OC(C)C)cc(OC)c1,-4,-0.1,5,15,5,5.0,1,-9,0

# Source: PubChem BioAssay
